Screens: PubChem, The Scripps Research Institute Molecular Screening Center
V1aR counter – V1a receptor agonism, counter-screen for OXTR agonists; P37288; CHO-V1R cells, Fluo-8 calcium fluorescence, agonist mode; 0% DMSO, 100% 3 nM vasopressin; activation, % at 3 µM; 0.25% of 320,000 active;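 active means activation above the mean activation of all tested compounds plus 3 SD, per screening run, cut at about 20% in these data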;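 further: signal is peak over basal fluorescence ratio across a 100 second FLIPR read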
Target sequence (P37288 whole entry, looked up): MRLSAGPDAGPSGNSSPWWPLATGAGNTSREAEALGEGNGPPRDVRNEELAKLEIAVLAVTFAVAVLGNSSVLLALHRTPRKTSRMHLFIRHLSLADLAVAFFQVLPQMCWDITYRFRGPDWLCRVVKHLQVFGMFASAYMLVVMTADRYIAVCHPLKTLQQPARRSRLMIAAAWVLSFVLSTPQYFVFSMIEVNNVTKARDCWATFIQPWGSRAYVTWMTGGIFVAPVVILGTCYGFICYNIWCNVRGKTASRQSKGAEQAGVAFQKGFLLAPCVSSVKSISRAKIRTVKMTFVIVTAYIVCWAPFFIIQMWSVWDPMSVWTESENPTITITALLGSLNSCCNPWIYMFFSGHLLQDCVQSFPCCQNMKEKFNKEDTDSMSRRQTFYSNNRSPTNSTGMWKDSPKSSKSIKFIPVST
M1 ag parental – counter-screen for M1 agonists: effect in parental CHO-K1 cells; 0.48% of 360,000 active; activation, % at 3 µM; Fluo-8 calcium fluorescence; scaled to maximal ATP response, vehicle zero; AID 602248; in the data active means activation above about 15%;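 further: untransfected CHO-K1 host cells lacking M1 receptor as counterscreen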
OXTR potentiate – potentiates the human oxytocin receptor response; 0.061% of 320,000 active; CHO-OTR cells, Fluo-8 calcium fluorescence, potentiator mode; 0% = oxytocin EC15, 100% = EC100; activation, % at 3 µM; AID 2445;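 active means activation above that plate's cutoff, the mean activation of tested compounds plus 3 SD, cut at about 6.6% in these data, passing the limit was not always enough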;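 further: 100% uses oxytocin at 75 nM as the full agonist control; some results filed as inactive read as strong as hits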
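test system = CHO-OTR cells, human receptor | compound = single-point 3.0 µM | schedule = 6 min compound pre-incubation at room temperature, 100 s kinetic read | signal = Fluo-8 no-wash calcium dye fluorescence, excitation 470-495 nm, emission 515-575 nm | repeats = single well per compound, singlicate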
CHO parental Ca – counter-screen: ATP calcium response change in parental CHO cells; parental CHO-K1, ATP-induced calcium, Fluo-8 fluorescence; inhibition, % at 5.6 µM; 0.63% of 330,000 active;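 active means inhibition above that plate's mean sample inhibition plus 3 SD, cut at about 26% in these data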;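 further: 0% = ATP-challenged DMSO wells and 100% = DMSO wells without ATP; some compounds past the cut are filed as inactive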
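Material: Parental CHO cells | Reagent: ATP | Compound dosing: Single nominal dose of 5.6 µM per compound | Detection: Intracellular calcium via Fluo-8 no-wash fluorescent dye | Read-out: % inhibition of ATP-induced calcium mobilization | Benchmarks: Low control ATP plus DMSO, high control DMSO only | Replicates: Singlicate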
GPR7 antag – antagonists of human GPR7 (neuropeptides B/W receptor 1) | AID 1861 | 1.1% of 290,000 active | P48145 | inhibition, % at 4.4 µM | GPR7-expressing cells, fluorescence antagonist assay; in the data active means inhibition above about 16%, passing the limit was not always enough;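 further: cells stimulated with the agonist NPW; 0% = agonist with vehicle and 100% = vehicle without agonist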
M1 PAM parental – M1 PAM counterscreen hit in parental CHO-K1 cells | ATP EC20, Fluo-8 calcium fluorescence; 0% at ATP EC20, 100% at ATP max | 0.02% of 360,000 active | AID 602247 | activation, % at 3 µM;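 active means activation above the run cutoff, the mean activation of all test compounds plus 3 SD, cut at about 40% in these data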;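 further: peak over basal fluorescence ratio in a 140 s read after ATP addition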
TAAR1 antag – human TAAR1 antagonism; 1.5% of 360,000 active; Q96RJ0; CHO RD-HGA16 TAAR1, Fluo-8 calcium fluorescence, antagonist; inhibition, % at 3 µM;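 active means inhibition above a per-plate cutoff, the mean inhibition of test compounds on that plate plus 3 SD, cut at about 49% in these data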;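 further: 0% = DMSO plus EC80 beta-PEA response and 100% = DMSO alone without agonist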
Target sequence (Q96RJ0 whole entry, looked up): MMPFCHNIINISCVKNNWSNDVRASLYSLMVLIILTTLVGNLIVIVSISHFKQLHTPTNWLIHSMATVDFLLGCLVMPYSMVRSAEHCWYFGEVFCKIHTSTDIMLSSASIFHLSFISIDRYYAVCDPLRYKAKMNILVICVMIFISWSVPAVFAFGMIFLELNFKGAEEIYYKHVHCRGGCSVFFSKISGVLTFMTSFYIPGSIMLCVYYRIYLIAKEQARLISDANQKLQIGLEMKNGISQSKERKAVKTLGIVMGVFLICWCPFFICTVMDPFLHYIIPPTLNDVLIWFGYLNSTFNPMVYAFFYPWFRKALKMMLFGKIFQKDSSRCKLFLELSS
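Test system: CHO RD-HGA16 cells bearing hTAAR1 | Reagent: β-PEA, EC80 | Compound dosing: 3 µM, single point | Schedule: Dye loading 75 min at 37 °C, then 30 min room temperature | Signal: Calcium fluorescence with Fluo-8 | Evaluation: Percent inhibition of PEA-evoked calcium signal, max/basal emission ratio | Control set: DMSO-only wells and EC80 β-PEA-stimulated wells | Repeats: Singlicate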
OXTR ag – activates the human oxytocin receptor. CHO-OTR cells, Fluo-8 calcium fluorescence; normalized: DMSO 0%, oxytocin 100%. P30559. activation, % at 3 µM. 0.32% of 320,000 active;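 active means activation above the mean of all tested compounds plus 3 SD, cutoff set per screening run, cut at about 20% in these data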;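 further: peak over basal fluorescence ratio from a 100 s FLIPR kinetic read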
CHO-K1 Ca antag – nonselective inhibitor or artifact in parental CHO-K1 cells | ATP-induced calcium, Fluo-8 fluorescence | AID 602250 | 0.6% of 360,000 active | inhibition, % at 3 µM;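 active means inhibition above a per-plate cutoff, the plate's mean sample inhibition plus 3 SD, cut at about 24% in these data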;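 further: 0% = DMSO plus EC80 ATP and 100% = DMSO alone without ATP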
* marks the source's active call; other numbers are inactive results; / = no result given.

SMILES	V1aR counter	M1 ag parental	OXTR potentiate	CHO parental Ca	GPR7 antag	M1 PAM parental	TAAR1 antag	OXTR ag	CHO-K1 Ca antag
CC1=C(CC[C@@H](C)CO)OC2CC3C4CCC5CC(O)CCC5(C)C4CC(=O)C3(C)C12 (stereo partly specified)	1.0	0.8	-8.6	-17.5	/	-7.2	76.4*	4.0	-1.4
CCn1cc(C(=O)N[C@H](C(=O)NCCO)C(C)C)c(=O)c2cc3c(cc21)OCO3	0.1	1.0	-5.5	-2.8	-14.9	12.8	2.9	1.2	-13.6
CCC1(C)N(O)C(C)(C)C(c2ccc(F)cc2)=[N+]1[O-] (stereo unspecified)	0.9	1.5	-3.8	-2.9	-0.5	-1.6	0.4	-0.1	3.6
O=C(CCCCl)NC(=S)Nc1cc(C(F)(F)F)ccc1N1CCOCC1	0.2	2.2	-3.5	-12.2	-0.9	-8.7	-7.3	-0.9	7.1
COc1cc(C2/C(=C(\O)c3ccc4c(c3)OCCO4)C(=O)C(=O)N2Cc2ccccc2)ccc1O (stereo unspecified)	1.1	1.9	-4.3	-1.1	4.3	9.1	-17.0	-1.0	5.2
COc1cc(C2c3[nH]c4ccccc4c3C[C@@H]3C(=O)N(Cc4ccco4)CC(=O)N23)cc(OC)c1OC (stereo partly specified)	11.4	6.9	-13.3	-14.8	16.7	-3.8	53.2*	7.6	10.4
CCN(CC)S(=O)(=O)c1cccc(NC(=O)CCNC(=O)c2ccc([N+](=O)[O-])cc2)c1	-0.1	0.1	-3.9	1.6	-2.5	13.3	-14.6	-0.2	-11.6
COc1cc(/C=N/NC(=O)c2ccc(NS(=O)(=O)c3cccs3)cc2)cc(OC)c1O	0.2	0.1	3.6	-6.5	/	11.0	-0.8	0.2	-20.4
Cn1c(CCN2CCN(c3ccccn3)CC2)nc2cc(NS(=O)(=O)c3ccccc3)ccc21	9.3	9.1	-9.8	-18.0	13.1	0.8	12.9	1.0	-2.3
Cn1c(=O)c(C(=O)CN2CCN(Cc3ccc4c(c3)OCO4)CC2)c(N)n(Cc2ccccc2)c1=O	-0.7	-0.2	-1.7	-2.6	-10.9	6.2	-12.6	0.0	-4.5
COc1ccc(CN2CCN(S(=O)(=O)c3ccc(C)cc3)CC2)cc1OC	-1.0	0.6	-11.9	-19.5	/	-10.9	-9.0	-1.9	-0.4
Cc1ccccc1CN1CCCNC1=O	0.3	0.0	-5.3	-0.4	-10.4	2.1	2.0	0.5	-8.7
CC(C)(C)c1[nH]ncc1[N+](=O)[O-]	1.2	1.4	-6.1	-3.0	-12.2	15.4	3.7	0.5	0.4
CCOc1cc(C2NC(=O)N(C)C(C)=C2[N+](=O)[O-])ccc1OC(C)=O (stereo unspecified)	-0.5	0.4	-6.0	-12.9	-5.0	17.5	0.1	0.9	-20.9
Cc1ccc(C)c(OCc2nc3ccc(S(=O)(=O)Nc4c(C)n(C)n(-c5ccccc5)c4=O)cc3[nH]2)c1	0.0	-0.1	4.7	-31.9	-15.5	8.3	2.7	-0.2	-9.4
CCCCn1c(N)c(NCCC)c(=O)[nH]c1=O	0.6	0.1	-2.7	-14.4	-3.9	12.2	-3.5	-0.3	-2.5
CN(C)CCNc1oc(-c2ccccc2F)nc1C#N	0.6	0.6	-6.6	-7.5	-11.3	16.0	-22.7	-0.2	-2.2
O=C(Nc1ccccc1C(=O)N1CCCC1)c1cccc(S(=O)(=O)N2CCCCC2)c1	-0.9	1.5	-5.8	-25.0	-0.8	14.5	-28.5	-1.4	-7.7
Cc1c(C(=O)NCC2CCCO2)sc2nc(-c3ccccc3)cn12 (stereo unspecified)	2.0	1.6	-3.8	2.2	8.0	5.0	-11.1	1.4	4.8
O=C(Cn1sc2ccccc2c1=O)Nc1ccccc1	/	3.6	/	/	/	23.0	7.6	/	-3.2
CCN1C(=O)N[C@@H](c2ccc(Br)cc2)C(C(C)=O)=C1C	0.7	0.3	4.2	-0.1	/	10.3	5.1	0.1	-7.7
CC(=O)[C@@]1(O)C(C)CC2C3C=C(C)C4=Cc5c(cnn5-c5ccccc5)C[C@]4(C)C3C(O)C[C@@]21C (stereo partly specified)	0.7	-0.4	-2.7	-22.9	10.3	-20.6	-7.2	0.3	11.1
Cc1ccc(C(=O)NCc2n[nH]c(=S)n2-c2ccccc2)cc1[N+](=O)[O-]	0.5	-0.3	0.7	-13.5	8.3	16.6	-5.1	0.3	-3.3
Nc1nnc(SCC(=O)Nc2cc(S(=O)(=O)N3CCOCC3)ccc2N2CCCC2)s1	0.9	0.1	-3.5	-2.8	/	16.1	-7.3	0.8	-20.2
CC12CCC(=O)N1C(C(=O)Nc1ccccc1N1CCOCC1)CS2 (stereo unspecified)	-1.4	-0.2	-11.3	11.0	-15.3	-26.1	-4.2	-0.5	16.9
SMILES	V1aR counter	M1 ag parental	OXTR potentiate	CHO parental Ca	GPR7 antag	M1 PAM parental	TAAR1 antag	OXTR ag	CHO-K1 Ca antag
CN1CCC(N(C)C(=O)c2ccccc2F)CC1	0.4	0.2	-7.2	0.0	-9.7	6.4	4.0	-0.5	-13.2
CCCCOC(=O)Nc1nnc(C(C)C)s1	0.5	-0.8	-6.7	-14.1	-4.6	-1.3	2.4	-0.6	3.9
CCN(CC(=O)Nc1c(F)cccc1F)C(=O)C1CC(=O)N(c2ccccc2OC)C1 (stereo unspecified)	1.0	1.0	-4.4	-3.9	2.6	-1.4	-7.9	0.8	-2.8
Cc1[nH]c(=O)c(Cc2ccccc2)c(O)c1C#N	3.1	0.3	-3.5	1.1	/	9.0	-6.4	0.1	-5.5
O=C(c1cc2ccccc2cc1O)N1CCN(c2ccccn2)CC1	4.5	4.3	-10.1	-9.4	4.1	-1.0	-9.2	2.3	-15.2
Cc1nc(C(=O)NC2CC2)sc1C1(C)CC(c2cccc([N+](=O)[O-])c2)=NO1 (stereo unspecified)	2.7	1.1	-9.3	-11.5	/	5.3	5.7	-0.1	-5.0
O=c1nc(/C=C/c2ccccc2C(F)(F)F)cc(C(F)(F)F)[nH]1	-0.7	0.3	-8.8	8.6	-5.5	5.7	-18.6	-1.3	-5.0
CC(C)(C)C(=O)NC1(C(F)(F)F)NC(=O)N(c2ccccc2F)C1=O (stereo unspecified)	0.2	0.1	-5.5	-3.1	-7.8	-0.4	-5.6	-1.1	-1.6
CCOC(=O)NC1(C(F)(F)F)NC(=O)N(c2ccc(F)cc2)C1=O (stereo unspecified)	-0.2	-0.1	-6.6	-6.6	-5.2	13.9	4.7	-1.0	3.7
Cn1cccc1C(=O)OCC(=O)Nc1cc(C(C)(C)C)nn1-c1ccccc1	-1.2	0.4	-7.2	-22.7	-8.2	-0.7	-0.7	-2.4	6.0
COC(=O)c1c(-c2ccsc2)oc2ccc(-c3cc(OC)c(OC)c(OC)c3)cc12	3.0	0.1	-2.4	-28.5	/	5.7	23.6	1.8	-1.5
CCN(CC)Cc1c(O)ccc2c(=O)c(-c3ccc(Cl)cc3)coc12	0.3	0.4	-4.8	-7.9	-3.1	11.4	-21.1	0.3	-12.0
CCN(CC(=O)Nc1ccc(NC(C)=O)cc1)CC(=O)Nc1ccc(F)c(Cl)c1	0.3	1.8	-8.5	0.8	-1.5	10.2	19.6	-0.4	-6.4
N#CC(C#N)=C1C=CC=CN1/C(=C\c1ccccc1)C(=O)c1cccs1	0.1	1.9	6.7	-14.0	-5.7	9.2	13.3	-1.8	-3.4
O=c1c(Cc2c(F)cccc2Cl)c(O)ccn1CC1CCCO1 (stereo unspecified)	-0.4	1.5	2.3	-4.1	-10.7	12.5	-23.9	-0.5	-19.2
CCCC(c1nnnn1Cc1ccc(F)cc1)N1CCN(C2CCCCC2)CC1 (stereo unspecified)	-0.5	2.5	-9.0	-28.0	32.6*	17.9	5.0	0.4	-10.4
C=CCn1c2ccccc2c2nnc(SCC(=O)OC)nc21	/	1.5	/	/	/	9.9	-1.8	/	-4.2
CCCCNC(=O)Nc1ccc(Br)cn1	0.5	0.3	-9.1	-32.9	-11.1	23.6	-23.7	-2.3	-9.4
COc1ccc(Cl)cc1C(=O)NNC(=O)COC(=O)CCN=C1NS(=O)(=O)c2ccccc21	-0.7	1.7	-4.1	-10.6	/	10.4	-7.8	-0.1	-8.2
O=C(CNC(=O)c1ccc(Br)o1)NNC(=O)c1ccccc1F	8.2	0.8	-0.5	-2.2	-7.2	13.5	-25.6	0.1	-5.4
CCNC(=O)C1(C)CCN(Cc2cccc(Oc3ccccc3)c2)C1 (stereo unspecified)	/	2.8	/	/	/	-1.1	-0.3	/	-6.2
CC(=O)N1CSCC1C(=O)NNS(=O)(=O)c1ccccc1 (stereo unspecified)	0.4	0.4	-3.6	-2.9	-11.1	1.1	-17.8	-0.3	0.9
COc1ccc(S(=O)(=O)N(CC(N)=O)C2CCCCC2)cc1Cl	1.4	0.3	-16.5	-5.8	2.2	18.8	-6.1	1.4	-16.2
COc1cc(/C=C2\SC(=Nc3ccc(N4CCOCC4)cc3)N(C)C2=O)ccc1OC(C)C(=O)O (stereo unspecified)	-0.1	0.0	-4.3	4.6	-9.6	-5.2	9.1	-1.0	3.9
Cc1cccc(C(=O)OCC(=O)N2CCCC2=O)c1O	3.4	2.2	-6.1	-9.9	/	-4.7	1.0	6.1	-4.7
CCN1CCN(c2c(C(=O)c3ccc(OC)cc3)cnc3ccccc23)CC1	0.0	0.2	-4.0	-15.6	-6.4	0.8	5.0	0.9	1.5
O=C(NNS(=O)(=O)c1ccc(Br)cc1)c1ccncc1	-0.3	-0.1	-1.3	-1.2	3.8	6.7	-1.8	0.2	-0.8
Cc1ccc(/C=C2\SC(=S)N(CCC(=O)NNC(=O)c3ccccc3O)C2=O)cc1	4.3	0.3	-8.4	-2.0	-4.7	10.9	-5.7	1.3	-10.7
O=C(Cc1csc(NC(=O)Nc2cccc(Cl)c2)n1)NCc1ccccn1	3.7	7.6	-9.2	-22.3	/	4.9	64.7*	1.8	-2.0
O=C(NCCc1ccc(F)cc1)C1CCN(C(=O)Nc2ccccc2)CC1	0.2	0.0	-4.8	-22.0	/	3.4	-17.1	-0.9	-15.5
